Compound activity: PubChem, National Center for Advancing Translational Sciences (NCATS)
GLP-1R agonist – activates the human GLP-1 receptor. P43220. HEK293 GLP-1R CRE-luciferase, luminescence, 4-6 h; cells express a hypersensitive GLP-1R form. Potency, µM (highest dose often 45.6 µM), for the others: at the highest dose activation, hits mostly activators. hit rate 0.007% among 380,000. AID 624172; also: potency is read from the fitted curve at half-maximal effect; % of control where 0% means no effect
D3 ag – activates the human D3 dopamine receptor; P35462; D3R DiscoveRx beta-arrestin cells, luminescence, 90 min; max activation, %; hit rate 0.58% among 410,000; AID 652048; in the data active = max activation above about 30%; also: 0% is about no effect; mostly tested at two doses, the higher about 12 µM
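Cells at 1500/well, incubated overnight, then treated with pinned compounds (dopamine as control) for 90 min at 37 degrees C. DiscoveRx reagent added for 30 - 60 minutes at room temperature; luminescence read.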
HEK293 tox – cytotoxicity in counter-screen for GLP-1R inverse agonists | HEK293 cAMP-luciferase reporter cells, luminescence, 24 h | AID 624418 | hit rate 0.13% among 410,000 | Potency, µM (top dose mostly 38.3 µM), for the others: at the top dose activity change, negative = inhibition, most hits filed as inhibitors;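 also: loss of luciferase light is scored as toxicity; potency is read from the fitted curve at half-maximal effect; % is scaled to controls: 0 for no effect and ±100 for the full control effect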
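Cells in DMEM/10% Nu serum/1% pen-strep, 1536-well format. Pre-incubated 12 h, dosed with 23 nL compound, incubated a further 24 h. Luciferase detection, 12 min at room temp, luminescence.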
WRN helicase inh – WRN helicase (human) inhibition | hit rate 0.46% among 360,000 | Q14191 | WRN helicase unwinding, fluorescent forked duplex, kinetic | Potency, µM (highest dose often 114 µM), for inactives: at the highest dose activity change, negative = inhibition, actives largely listed as inhibitors; also: potency is read from the fitted curve at half-maximal effect; % is scaled to controls: 0 for no effect and ±100 for the full control effect; nearly all actives have a fitted effect of over 55% in size
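WRN at 20 nM final was preincubated with compound for 15 min at room temperature; reaction started with 100 nM forked duplex oligonucleotide carrying fluorophore and quencher plus 2 mM ATP (final). Unwinding followed kinetically by red fluorescence (ex 525/em 598 nm).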
PI5P4Ka inh – PI5P4K alpha (human) kinase inhibition | max response, % | P48426 | AID 652105 | hit rate 1.2% among 330,000 | PI5P4Kalpha enzyme, ADP-Glo luminescence, 60 min; active compounds read low; active = max response of -50% or lower; inconclusive = between -30% and -50%; inactive = -30% or higher; also: value at the top dose of about 77 µM; % is scaled to controls: 0 for no effect and ±100 for the full control effect
Target sequence (P48426 whole entry, looked up): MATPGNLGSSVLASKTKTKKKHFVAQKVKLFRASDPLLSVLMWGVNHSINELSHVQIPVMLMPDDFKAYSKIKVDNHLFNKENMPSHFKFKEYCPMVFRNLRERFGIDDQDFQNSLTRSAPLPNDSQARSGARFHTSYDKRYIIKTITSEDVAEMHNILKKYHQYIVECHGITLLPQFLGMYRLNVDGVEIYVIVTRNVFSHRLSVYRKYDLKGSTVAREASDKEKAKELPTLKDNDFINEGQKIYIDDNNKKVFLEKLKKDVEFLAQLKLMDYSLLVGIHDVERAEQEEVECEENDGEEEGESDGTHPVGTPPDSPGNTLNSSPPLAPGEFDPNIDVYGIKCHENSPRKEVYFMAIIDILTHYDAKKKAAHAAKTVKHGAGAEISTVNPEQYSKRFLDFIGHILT
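qHTS, 1536-well: enzyme/substrate mix, compound by pin tool, 5 microM ATP final; RT 60 min; ADP-Glo reagents 1 (45 min) then 2 (30 min); luminescence.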
D3 antag – antagonists of human D3 dopamine receptor. P35462. D3R cells, DiscoveRx beta-arrestin luminescence, antagonist mode; active compounds read low. max response, negative = inhibition, %. hit rate 2.5% among 360,000. AID 652054; in the data active = max response below about -50%; inconclusive = no clear call, values can overlap the other calls; also: % is scaled to controls: 0 for no effect and ±100 for the full control effect; mostly tested at two doses, the higher about 12 µM
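Cells expressing the human receptor were seeded at 1500 cells/well, incubated overnight at 37 degrees C in 5% CO2, then exposed to library compounds with dopamine controls for 90 minutes at 37 degrees C before luminescent detection.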
IL2 activator – activators of IL-2; IL-2 activation reporter assay, cell-based qHTS; stimulated with anti-CD3/CD4/CD28 beads; in transgenic mouse T cells; activation, % (series mostly up to about 46 µM); hit rate 0.065% among 360,000; in the data active = activation above about 50%; inconclusive = mostly about 30% to 49%; also: 0% is about no effect
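Readout: EGFP and DsRed signals by fluorescent plate cytometry. Unstimulated transgenic mouse T cells received compound 60 min before antibody-bead stimulation, then incubated 18 h at 37 degrees C.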
GLP1R inv ag – inverse agonists of human GLP-1 receptor | hit rate 1.6% among 410,000 | HEK293 GLP-1R CRE-luciferase, luminescence, 24 h; GLP-1R form is constitutively active | AID 624417 | P43220 | Potency, µM (top dose mostly 38.3 µM), without a hit: top-dose activity change, negative = inhibition, most hits filed as inhibitors; also: potency is read from the fitted curve at half-maximal effect; % is scaled to controls: 0 for no effect and ±100 for the full control effect; nearly all actives have a fitted effect of over 55% in size
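Assay principle: reduced luminescence from a cAMP-responsive reporter in HEK293 cells co-expressing a constitutively active GLP-1R. Conditions: 24 hr compound incubation, 37 deg C, 5% CO2.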
PLK1 PBD inh – PLK1 (human) polo-box domain binding inhibition; P53350; Plk1 PBD binding of FITC phosphopeptide, fluorescence polarization; Potency, µM, for the others: max response, negative = inhibition, most hits filed as inhibitors; hit rate 2.8% among 360,000; AID 720504; also: potency is read from the fitted curve at half-maximal effect; series mostly up to about 57 µM; % is scaled to controls: 0 for no effect and ±100 for the full control effect; nearly all actives have a fitted effect of over 65% in size
Target sequence (P53350 whole entry, looked up, the tested form may be a part): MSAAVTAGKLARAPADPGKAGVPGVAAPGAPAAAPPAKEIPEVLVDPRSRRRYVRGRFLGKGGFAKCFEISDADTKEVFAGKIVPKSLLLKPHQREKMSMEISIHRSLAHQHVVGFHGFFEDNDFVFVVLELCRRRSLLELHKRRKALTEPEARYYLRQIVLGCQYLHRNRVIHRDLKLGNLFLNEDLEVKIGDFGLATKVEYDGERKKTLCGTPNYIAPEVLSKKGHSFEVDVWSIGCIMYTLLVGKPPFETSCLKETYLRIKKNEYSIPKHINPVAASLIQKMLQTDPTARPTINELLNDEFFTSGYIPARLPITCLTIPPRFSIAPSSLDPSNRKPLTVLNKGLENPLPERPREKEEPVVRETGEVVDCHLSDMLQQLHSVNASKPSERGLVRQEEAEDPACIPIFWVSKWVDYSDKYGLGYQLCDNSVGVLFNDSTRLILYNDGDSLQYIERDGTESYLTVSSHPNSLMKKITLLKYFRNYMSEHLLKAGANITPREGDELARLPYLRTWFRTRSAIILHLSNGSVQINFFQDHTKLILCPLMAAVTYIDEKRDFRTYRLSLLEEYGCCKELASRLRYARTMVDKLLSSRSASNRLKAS
* = called active by the depositor; ? = inconclusive; · = no result given; & = joins results of further samples; [ ] = another dose, or the depositor's remark. Unless noted, calls follow the shape of the dose curve; as a rule, active = well fitted curve in the direction sought with a large enough effect; inconclusive = small, poorly fitted or top-dose-only effect, or another doubt; inactive = no such curve, though single readings can be large; an effect the other way counts as inactive or inconclusive. Compounds were not picked by outcome. Share with any hit: about 7.8%.

nr	Molecule	GLP-1R agonist	D3 ag	HEK293 tox	WRN helicase inh	PI5P4Ka inh	D3 antag	IL2 activator	GLP1R inv ag	PLK1 PBD inh
1	CCN1C(=O)c2cccc3c(S(=O)(=O)N(C(=O)c4cccnc4)c4ccc(OC)cc4)ccc1c23	-27%	0	-14%	-6%	0	4	-1.7	?	-13%
2	CCc1ccc(-n2c(=O)c3c4c(sc3n(Cc3ccccc3C#N)c2=O)CCC4)cc1	-2%	-12	1%	·	·	·	·	-4%	·
3	CCCCC1=CC2=C(c3ccco3)C(=O)C(C)(OC(=O)c3ccc(OC)cc3)C(=O)C2=CN1Cc1ccco1 (centres undefined)	0%	0	?	0%	-18	-20	-2.6	-14%	?
4	CC(Oc1ccc(-c2ccccc2)c(F)c1)c1ccn(S(=O)(=O)c2cccc3ccccc23)n1 (centres undefined)	-4%	4	2%	-10%	3	23	0.5	?	4%
5	N#Cc1ccc(C2=NC(C(F)(F)F)(C(F)(F)F)c3c(n(Cc4ccco4)c(=O)[nH]c3=O)N2)cc1	-8%	-9	5%	9%	?	0	-0.3	10%	-8%
6	CC(=O)Nc1ccc(NS(=O)(=O)c2ccc(-c3cnc(C4CC4)o3)cc2)cc1	-6%	7	-17%	2%	-6	15	-1.3	18%	-18%
7	Cc1ccc(C2CC(=O)n3nc(-c4cccc(C)c4)nc3S2)cc1 (centres undefined)	-1%	-18	-14%	·	·	·	·	11%	·
8	CCC(C)(C)C1CCc2c(sc(NC(=O)c3ccccc3C(=O)O)c2C#N)C1 (centres undefined)	0%	-3	-15%	-35%	?	1	-0.4	?	27µM*
9	CC(C)C1Cc2c(C#N)c(N)n(C)c(=S)c2CO1 (centres undefined)	10%	-6	-4%	-21%	3	10	1.2	85%[activator]	-7%
10	CCn1nnc(-c2ccccc2NS(=O)(=O)c2ccc(S(=O)(=O)N(C)C3CCCCC3)cc2)n1	-11%	-7	-22%	-3%	7	-27	-2.4	-14%	1%&-3%
11	FC(F)(F)c1cc(-c2ccccc2)nc(NCc2cccnc2)n1	?	2	19%	-2%	8	?	1.3	?	-7%
12	CCOc1ccc(NS(=O)(=O)c2cc(C(=O)N3CCC3)ccc2Cl)cc1	0%	-4	11%	-5%	-2	6	-0.7	-11%	-9%
13	COc1ccc(C(=O)Cn2c(C(C)=O)nc3ccccc32)cc1	5%	-1	-22%	-12%	-2	11	-4.2	-16%	2%
14	COc1cccc(OC)c1C(=O)NC(=S)Nc1ccc(S(=O)(=O)Nc2nccs2)cc1	6%	-4	0%	-18%	?	-11	-2.7	-20%	-17%
15	Cc1cccc(N2CCN(C(=O)CNC(=O)c3ccccc3)CC2)c1C	13%	1	3%	1%	1	-14	-4.6	?	-5%
16	CC(C)[C@H](NC(=O)N1CC(=O)Nc2ccccc21)C(=O)N[C@H](Cc1c[nH]c2ccccc12)C(=O)O	-5%	-17	3%	5%	0	?	0.6	?	-7%
17	COCC(=O)Oc1c(S(=O)(=O)c2ccc(C)cc2)c(C)nn1-c1ccccc1	-33%[inhibitor]	-16	-8%	-7%	2	2	0.3	-9%	?
18	COc1ccccc1-c1nnc(C2CCN(S(=O)(=O)c3ccccc3[N+](=O)[O-])CC2)o1	-1%	-1	?	1%	0	-7	-5.2	?	-22%
19	COc1ccc(NC(=S)NCC(O)c2ccccc2)c(OC)c1 (centres undefined)	3%	-10	2%	-31%[57.1 µM]	0	-25	-2.3	23%	-10%
20	C[N+]1(CCC(=O)c2ccccc2)CCCCC1	-11%	2	-11%	-23%	3	2	-0.8	1%	12µM*
21	CC(NC(=O)c1c(F)cccc1Cl)c1ccc(-n2ccnc2)cc1 (centres undefined)	7%	3	-4%	11%	1	0	-2.9	17%	-9%
22	Cc1onc(-c2ccccc2)c1C(=O)NC(=S)NNC(=O)c1cc(-c2ccc(F)cc2)n[nH]1	2%	11	-7%	-6%	?	-7	2.7	-11%	-11%
23	COCCN1C[C@@H](CO)O[C@@H](n2cnc3c(N4CCN(C)CC4)ncnc32)C1	-2%	0	-3%	-4%	1	1	-0.6	12%	-8%
24	CN1CCN(c2oc(-c3ccccc3)nc2S(=O)(=O)c2ccc(Br)cc2)CC1	0%	-36	-8%	-19%	16	-67*	-3.1	?	-9%
25	N#C/C(=C\c1ccccc1)C(=O)Nc1cccnc1	2%	-4	-4%	-3%	2	-28	-0.3	-4%	-5%
26	CC1=C(C(=O)N(C(C)C)C(C)C)CC(CC(=O)NCc2cccc3ccccc23)C(=O)N1CCCN1CCCC1=O (centres undefined)	0%	-3	5%	1%	5	8	0.9	2%	-10%
27	O=[N+]([O-])c1sccc1CS(=O)(=O)c1ccccc1	5%	14	-19%	-6%	6	10	3.8	1%	3%
28	C=CCN(CC=C)C(=O)C[n+]1ccc(C(N)=O)cc1	-7%	4	5%	1%	-2	-11	-0.3	9%	-2%
29	COc1ccc(-c2nnc(SCC(=O)OC3CCCCC3)o2)cc1OC	5%	-2	1%	-4%	0	25	0.0	22%	-9%
30	Cc1ccccc1CS(=O)(=O)c1snnc1C	1%	2	2%	-2%	·	13	1.7	2%	-4%
31	Cc1cccc(N2CCN(CC(=O)NCc3ccccc3)CC2)c1C	8%	-9	-2%	-2%	-5	?	0.7	?	-14%
32	Cc1ccc(OCc2nnc(SCC(=O)NCc3ccccc3)n2C)cc1	-6%	0	-13%	4%	-4	14	-0.2	-7%	5%
33	C(=N\Nc1nc2ccccc2s1)/c1ccco1	-7%	-4	-11%	-18%	·	8	1.4	?	-2%
34	COc1ccccc1C(=O)NCCN1CCN(c2ccccc2)CC1	-3%	42*	-2%	-5%	2	0	0.7	-23%	-15%
35	COC(=O)[C@H](CC(C)C)NC(=O)Cn1cnc2c(SC)nc(N)nc21	2%	8	0%	-1%	-3	-12	0.0	0%	-11%
36	O=C(CCn1ccc([N+](=O)[O-])n1)NC1CCCCCC1	-2%	1	-1%	-16%	-16	-3	0.0	20%	-10%
37	CCOC(=O)C1CCCN(C(=O)CN2CCN(Cc3ccc(Cl)cc3)C2=O)C1 (centres undefined)	1%	6	-20%	-7%	1	0	0.1	-7%	-3%
38	COc1cccc(C2=NOC(C(=O)NC(C)(C)C)C2)c1 (centres undefined)	-7%	-14	-9%	-4%	·	7	0.5	6%	-10%
39	Cn1nc(C(C)(C)C)c([N+](=O)[O-])c1C(=O)N1CCCCCC1	-6%	-4	-1%	5%	-7	-25	-0.8	-24%	-14%
40	CCCOc1ccc(C(=O)NNC(=S)NC(=O)c2cc(-c3ccc(Cl)cc3)nc3ccccc23)cc1	-12%	-9	-10%	-12%	-9	-50*	3.2	-2%	-17%
41	CC1=NN(C(C#N)c2ccc([N+](=O)[O-])cc2)C(C)(C)C1 (centres undefined)	10%	15	0%	-3%	5	12	7.5	0%	3%
42	COc1ccccc1Oc1ccc(S(=O)(=O)N2CCN(C)CC2)cc1	9%	-13	3%	-6%	-2	0	-0.3	6%	-7%
43	CCOC(=O)C1(Cc2ccccc2C(F)(F)F)CCN(C(=O)c2cc(C(C)=O)n[nH]2)CC1	16%	2	-2%	0%	0	6	-1.4	2%	3%
44	CCN1C(=O)[C@H]2[C@@H](c3ccc(C)cc3)N[C@]3(CCCN(CC4CCCCC4)C3=O)[C@H]2C1=O	1%	-2	6%	5%	5	-11	-1.0	3%	-5%
45	CCCn1c(N)c(C(=O)CN(C)CC(=O)Nc2c(Cl)cccc2Cl)c(=O)[nH]c1=O	9%	16	-22%	4%	-6	9	-0.4	-4%	-9%
46	CCCc1nnc(SCC(=O)N2CCCC(C)C2)n1CC1CCCO1 (centres undefined)	-4%	2	-11%	5%	-1	16	0.9	4%	?
47	Cc1ccc(Cn2nnc3c(=O)n(Cc4cccc(C)c4)cnc32)cc1	13%	-2	-20%	-21%	·	9	-0.8	-29%	2%
48	O=C(O)CC(NC(=O)C12CC3CC(CC(C3)C1)C2)c1cccc([N+](=O)[O-])c1 (centres undefined)	-5%	-5	17%	-14%	3	13	-0.5	7%	-6%
49	COc1cc(C2CC(=O)OC3=C2C(=O)CC(C)(C)C3)cc(OC)c1OC (centres undefined)	1%	1	14%	-16%	-7	0	0.4	16%	-13%
50	CC(C)OC(=O)C1C2C=CC3(CN(Cc4cccs4)C(=O)C13)O2 (centres undefined)	3%	1	-3%	4%[57.1 µM]	-3	4	-0.7	9%	-4%
51	Cc1ccc(NC(=O)c2ccco2)c(NC(=O)c2cccs2)c1	3%	-5	11%	-1%	·	11	0.3	-9%	-3%
52	NC(=S)n1[nH]c(-c2ccccc2)c(N=Nc2ccccc2C(=O)N2CCOCC2)c1=O	-1%	19	-21%	-4%	0	-16	2.1	-18%	-16%
53	COc1cc(C2N(c3ccc(Cl)cc3)C(=O)C3CCCN32)cc(OC)c1OC (centres undefined)	3%	0	2%	-3%	3	-8	-2.0	1%	0%
54	CC(C)(CNC(=O)c1sc2cc(Cl)ccc2c1Cl)N1CCOCC1	31%	-12	5%	0%	-7	-3	-4.9	10µM*	-2%
55	COc1ccc(NS(=O)(=O)c2cccc(NC(=O)NCCCl)c2)cc1	-1%	1	1%	4%	-7	-7	-0.4	1%	-17%
56	CN1CCC(=NNC(=O)c2ccc(N(Cc3ccc(Cl)cc3)S(C)(=O)=O)cc2)CC1	-16%	0	6%	-7%	7	98	-4.9	-9%	-5%
57	Cc1ccccc1NCc1ccc(O)c2ncccc12	-11%	-18	?	-4%	·	?	-3.2	0%	3µM*

2 of the compounds above, with two lines to a compound:
Every second line gives: GLP-1R agonist, D3 ag, HEK293 tox, WRN helicase inh, PI5P4Ka inh, D3 antag, IL2 activator, GLP1R inv ag, PLK1 PBD inh
45: CCCn1c(N)c(C(=O)CN(C)CC(=O)Nc2c(Cl)cccc2Cl)c(=O)[nH]c1=O
    9%, 16, -22%, 4%, -6, 9, -0.4, -4%, -9%
53: COc1cc(C2N(c3ccc(Cl)cc3)C(=O)C3CCCN32)cc(OC)c1OC (centres undefined)
    3%, 0, 2%, -3%, 3, -8, -2.0, 1%, 0%
